# Compound activity as filed in PubChem BioAssay.
# Cneo AK release: Cryptococcus neoformans lysis via adenylate kinase release; lysis activity, % at 15 µM; C. neoformans lysis, adenylate kinase release luminescence, 4 h; normalised: neutral wells 0, clomiphene wells 100; 360,000 tested, 0.2% active;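 active means mean lysis activity across replicates of at least 80%, whatever share of replicates individually reach that level; inactive means mean lysis activity below 80%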
#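 Material: C. neoformans cells; Schedule: 4 h static compound exposure, 37 °C, read 1 h post-reagent; Measured by: adenylate kinase release luminescence; Read-out: signal increase indicating cell lysis; Controls: Clomiphene as positive lysis control.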
# C2C12 statin: suppressors of simvastatin-induced myotoxicity in C2C12 myotubes. AID 602340. rescue of ATP level, % at 7.49 µM. 330,000 tested, 0.78% active. ATP luminescence, 48 h; scaled: DMSO 0, geranylgeraniol control 100;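 active means mean ATP rescue above about 67%, or every replicate alone reaching that limit, limit read from the data, passing the limit was not always enough; inconclusive means no clear call, values can overlap the other calls; inactive means mean under the limit and some replicate under it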;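 further: myotubes were challenged with 10 µM simvastatin during compound exposure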
# SIRT5 inh: sirtuin-5 (human) deacylase inhibition. inhibition, % at 15 µM. AID 652115. Purified SirT5, succinyl-peptide AMC, trypsin-coupled fluorescence. Q9NXA8. 330,000 tested, 1.1% active; in the data active means inhibition above about 15%; inconclusive means no clear call, values can overlap the other calls
# Target sequence (Q9NXA8 whole entry, looked up): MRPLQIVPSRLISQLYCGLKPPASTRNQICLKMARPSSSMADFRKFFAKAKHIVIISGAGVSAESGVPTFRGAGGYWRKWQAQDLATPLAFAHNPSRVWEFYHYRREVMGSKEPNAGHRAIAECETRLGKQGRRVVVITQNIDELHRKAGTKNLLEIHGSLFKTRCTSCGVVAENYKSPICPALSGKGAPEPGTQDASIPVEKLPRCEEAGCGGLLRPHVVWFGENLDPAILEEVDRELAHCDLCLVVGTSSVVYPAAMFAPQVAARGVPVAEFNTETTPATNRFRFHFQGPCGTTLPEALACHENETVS
# PGC1a acetyl inh: lowers PGC1a acetylation signal in U2OS cells; AlphaScreen anti-acetyl-lysine; with virally co-expressed GCN5 acetyltransferase; inhibition, % at 15.6 µM; 350,000 tested, 0.17% active;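 active means every replicate shows inhibition of at least 40%; inconclusive means mean inhibition at least 40% but some replicate below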;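 further: 0% = neutral control wells and 100% = positive control wells; some results beyond the cut were filed as inactive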
# S100A4 MyoIIA: inhibitors of human S100A4 binding to myosin IIA peptide; P26447; S100A4/TAMRA-MyoIIA peptide fluorescence polarization; inhibition, % at 10.7 µM; 360,000 tested, 0.14% active;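 active means mean inhibition of at least 70% across replicates, with every replicate also reaching that level; inconclusive means mean inhibition reaches 70% but some replicates fall short; inactive means mean inhibition below 70%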
# Target sequence (P26447 whole entry, looked up): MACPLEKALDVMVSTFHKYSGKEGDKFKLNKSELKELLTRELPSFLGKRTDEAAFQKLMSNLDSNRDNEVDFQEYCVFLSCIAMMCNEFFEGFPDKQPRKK
#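 Assay system: human S100A4 monomer with TAMRA-labelled myosin IIA peptide / Buffer or medium: Calcium-containing HEPES buffer, pH 7.2 / Reagent: TAMRA-labelled myosin IIA heavy-chain peptide probe, 5 nM / Compound: one dose per compound / Timing: polarization read 5 min after assay mix addition, stable 5–60 min / Benchmarks: neutral control DMSO, positive control TFP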
# ERAP1 inh: blocks human ERAP1 aminopeptidase activity; recombinant ERAP1, Leu-AMC fluorescence, 60 min; inhibition, % at 10.7 µM; 340,000 tested, 0.15% active; AID 652197;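 active means mean replicate inhibition of at least 30%, or all replicates individually reaching that 30% level; inactive means mean below 30% and not every replicate reaching it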;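 further: 0% = neutral control wells and 100% = L-leucinethiol positive control wells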
# XiGFP reactiv: activators of X-chromosome reactivation in mouse fibroblasts | XiGFP mouse fibroblasts, % GFP-positive cells imaging, 3 d; cells co-treated with 5-aza-dC sensitizer; scaled so ellipticine positive control = 100% | activation, % at 7.58 µM | 360,000 tested, 0.055% active | AID 743238;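 active means mean normalized replicate activation at least 10% and every replicate at or above 10%; inconclusive means only one of the two criteria met; inactive means mean below 10% and not all replicates reach 10%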;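 further: 0% = median of on-plate neutral control wells and 100% = ellipticine 6 µM median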
#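 Material: SV40-immortalized XiGFP fibroblast cells, line 68-5-11 | Buffer or medium: DMEM containing 5-aza-dC | Dosing: One concentration, pinned | Times: 3 d treatment, 15 min room-temperature fixation | Controls: Ellipticine 6 µM positive control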
# LGR2 antag: blocks bursicon-induced cAMP signaling via Drosophila LGR2 | HEK293 LGR2, CRE-luciferase, bursicon-stimulated, 4 h | inhibition, % at 9.99 µM | 380,000 tested, 0.35% active | AID 720647;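 active means drop in luminescence signal, shown as inhibition above about 50% in the replicate tests, limit read from the data, passing the limit was not always enough; inconclusive means probably only some replicates passing the limit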;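 further: agonist challenge used bursicon conditioned medium at about half maximal strength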
# An asterisk follows results filed as active; ? = inconclusive; / = not tested or not shown; & = joins results of further samples. An excerpt; count on the stated rates, not on these rows.
nr	Compound	S100A4 MyoIIA	ERAP1 inh	LGR2 antag	XiGFP reactiv	C2C12 statin	PGC1a acetyl inh	Cneo AK release	SIRT5 inh
1	CC(C)C(NC(=O)c1ccc(F)cc1)C(=O)N1CCC1 (stereo not drawn)	-3	-1	14	0.2	-4	/	-2	1
2	Fc1ccc(CCNc2ncnc3[nH]ncc23)cc1	-12	0	-11	0.1	0	5	-1	4
3	C[C@@H]1CN([C@@H](C)CO)C(=O)c2cccc(NS(=O)(=O)c3ccc(F)cc3)c2O[C@H]1CN(C)Cc1ccc(C(=O)Nc2ccccc2N)cc1	-1	0	19	0.0	/	-8	/	11
4	C=CC(=O)NC(NC(=O)C=C)c1ccccc1F	2	-2	6	0.0	3	-10	-1	-5
5	Cc1ccccc1OCC(=O)Nc1ccc2c(c1)C(=O)N(CCC(=O)O)C2=O	-2	0	-1	0.0	1	4	4	-2
6	Nc1ccc(-c2ccc(N)c([N+](=O)[O-])c2)cc1[N+](=O)[O-]	4	0	-16	0.2	/	-11	/	-5
7	C[C@@H]1CN([C@H](C)CO)C(=O)c2cccc(NC(=O)Nc3ccc(F)cc3)c2O[C@H]1CN(C)S(=O)(=O)c1ccc(F)cc1	3	-1	-17	0.8	17	10	3	4
8	COC(=O)c1sc2nc3c(c(-c4cccs4)c2c1N)CCCC3	/	/	-5	0.0	/	6	-1	/
9	Cc1noc(C)c1NC(=O)Nc1ccc2c(c1)C(=O)N([C@@H](C)CO)C[C@@H](C)[C@H](CN(C)S(=O)(=O)c1ccc(F)cc1)OCCCC[C@H](C)O2	2	0	-4	-0.3	/	-11	-4	0
10	N#Cc1ccsc1NC(=O)CN1CCCCC1	1	-1	/	/	-1	12	1	3
11	CNC[C@@H]1Oc2ccc(NC(=O)CCC(F)(F)F)cc2CC(=O)N([C@@H](C)CO)C[C@H]1C	-22	2	-10	0.3	-2	5	0	-6
12	O=C(c1cn(-c2ccccc2)nc1-c1cccc([N+](=O)[O-])c1)N1CCCCC1	6	2	29	0.0	-3	-3	-1	-4
13	C[C@H](CO)N1C[C@H](C)[C@@H](CN(C)C)Oc2cc(C3=CCCC3)ccc2S1(=O)=O	-29	0	9	-0.7	-14	-3	2	-1
14	C[C@@H]1CN([C@H](C)CO)C(=O)c2cc(C#CCN(C)C)cnc2O[C@H]1CN(C)Cc1ccc2c(c1)OCO2	8	-2	-15	-1.2	-6	-3	5	1
15	O=C(C1CC1)N1CCCCN2[C@H](CO)[C@@H](c3ccc(-c4cccc(F)c4)cc3)[C@H]2C1	-2	2	10	0.2	/	-10	1	3
16	CN(C)c1ccc(CC2C(=O)Nc3ccccc32)cc1 (stereo not drawn)	-1	/	-90	0.1	/	/	/	-1
17	O=C(CCCCCN1C(=O)[C@@H]2Cc3ccccc3CN2C1=O)NCCc1ccccc1	-3	-2	11	0.1	-1	-5	/	4
18	CCOc1ccc(NCc2cccn2-c2nnc(N3CCC(C(=O)NCCCN4CCCCC4C)CC3)s2)cc1 (stereo not drawn)	22	-8	-10	0.0	17	13	2	1
19	CCOC(=O)Cc1csc(NC(=O)Nc2ccc(C)cc2)n1	5	-3	-18	0.0	/	9	/	-1
20	CC(=O)c1c(COC(=O)c2ccco2)nc2ccccc2[n+]1[O-]	/	/	19	/	5	0	0	/
21	O=C(Nc1ccc2c(c1)OCCO2)C(CCc1ccccc1)N(Cc1ccccc1)Cc1ccccc1 (stereo not drawn)	-24	2	-3	/	17	0	-13	-3
22	COC(=O)C(NS(=O)(=O)c1cccc(S(=O)(=O)NC(C(=O)OC)c2ccccc2)c1)c1ccccc1 (stereo not drawn)	-1	2	9	0.0	-6	1	0	-3
23	COc1ccc(NC(=O)Nc2ccc3c(c2)C(=O)N([C@H](C)CO)C[C@H](C)[C@H](CN(C)CC2CCCCC2)OCCCC[C@H](C)O3)cc1	-5	1	?	-0.1	-344	-34	-2	1
24	O=c1oc2cc(OCc3c(F)c(F)c(F)c(F)c3F)ccc2cc1-c1ccccn1	-1	1	21	0.0	/	/	/	-8
25	CCc1cccc2c(C(=O)COC(=O)/C=C/c3ccc(O)c(OC)c3)c[nH]c12	/	/	-11	0.3	-39	-18	0	/
26	Cc1ccc(-c2ccc3c(c2)O[C@@H](CN(C)C)[C@H](C)CN([C@@H](C)CO)S3(=O)=O)cc1	-5	2	27	-0.7	-25	-22	-2	-3
27	COc1ccc(OCC(O)CNC(=O)Nc2cccc3ccccc23)cc1 (stereo not drawn)	-1	-2	11	0.0	11	5	-3	0
28	CN(CCc1ccccc1)C(=O)c1cccc(NC(=O)Cc2cccc(NC(=O)C3CCN(C(=O)c4ccccc4)CC3)c2)c1	4	2	34	0.3	6	-1	-1	-6
29	O=C1CCCN1CCCNc1nc(NCc2ccccc2)nc2ccsc12	-2	0	28	0.1	-48	3	0	7
30	Cc1cccc(Nc2nc(OCC#N)nc(N(C)C)n2)c1	-10	-1	-30	0.0	48	15	0	-3

# Only PGC1a acetyl inh, for some of the entries so far:
item | Molecule | PGC1a acetyl inh
18 | CCOc1ccc(NCc2cccn2-c2nnc(N3CCC(C(=O)NCCCN4CCCCC4C)CC3)s2)cc1 (stereo not drawn) | 13
19 | CCOC(=O)Cc1csc(NC(=O)Nc2ccc(C)cc2)n1 | 9

# Next compounds follow:
nr	Compound	S100A4 MyoIIA	ERAP1 inh	LGR2 antag	XiGFP reactiv	C2C12 statin	PGC1a acetyl inh	Cneo AK release	SIRT5 inh
31	O=C(C[C@H]1C[C@H]2c3cc(NC(=O)Nc4ccccc4)ccc3O[C@H]2[C@H](CO)O1)NCc1cccc(F)c1	5	-2	-4	0.0	4	-12	-8	-7
32	COc1ccccc1N1CCN(CCCCOc2c(OC)cccc2OC)CC1	-8	-2	19	0.0	4	2	-6	-1
33	CCOc1ccc2nc(S(=O)(=O)NC(=O)C3(C)CCN3C(=O)c3cccc(F)c3)sc2c1 (stereo not drawn)	-2	4	2	9.0	9	-6	-1	-7
34	CC(C)(C)c1ccc(C(=O)NC(=O)CSc2n[nH]c(N)n2)cc1	0	0	-11	0.3	21	-5	-1	-1
35	C[C@]12c3[nH]c4ccccc4c3CCN1C(=O)C(CC(=O)NCCCn1ccnc1)C[C@@H]2C(=O)N1CCCCC1 (stereo partly drawn)	0	-7	16	0.2	5	/	-3	1
36	COc1ccc(NC(=O)COC(=O)C2C3CC4OC(=O)C2C4C3)cc1 (stereo not drawn)	0	-4	15	0.0	17	/	0	-3
37	CC(NC(=O)COC(=O)CCc1nc(=O)c2ccccc2n1C)c1ccccc1 (stereo not drawn)	3	1	9	0.2	/	-9	/	-7
38	CCCN(C(=O)CSc1nnnn1C)c1c(N)n(Cc2ccccc2)c(=O)[nH]c1=O	-2	-2	12	0.0	/	12	/	-2
39	O=C(COC(=O)c1cc(S(=O)(=O)N2CCCC2)ccc1O)Nc1ccccc1Br	-1	-3	2	0.2	14	-3	0	0
40	CCOC(=O)CC1CCCCN1C(=O)c1ccc2nc(CCOC)oc2c1 (stereo not drawn)	1	-5	-23	0.0	0	-6	-1	-2
41	COc1ccc(C2(c3ccc(OC)cc3)NC(=O)N(CC(=O)N3CCOCC3)C2=O)cc1	-1	0	-2	0.1	1	-1	1	-2
42	C[C@H](CO)N1C[C@H](C)[C@H](CN(C)C(=O)Nc2cccc3ccccc23)Oc2ncc(C#Cc3cccc(F)c3)cc2C1=O	-2	-1	21	-0.8	36	2	-1	9
43	CCCN1C[C@H](C)[C@@H](OC)CN(C)C(=O)c2cc(NC(=O)c3cccc(F)c3)ccc2OC[C@@H]1C	10	-2	-9	0.8	-22	5	117*	10
44	Brc1ccc2ncc(Br)cc2c1	/	/	-4	0.1	0	-1	1	/
45	COc1ccc(-c2csc3nc[nH]c(=O)c23)cc1OC	6	0	9	0.0	3	13	-5	0
46	CCOc1ccc(N(C(=O)c2snc(C(N)=O)c2N)C(C(=O)NCC2CCCO2)c2c[nH]c3ccccc23)cc1 (stereo not drawn)	-2	-3	21	0.0	-48	-18	3	-9
47	CC(=O)N1CC2(C1)[C@H](c1ccccc1)[C@H](CO)N2S(=O)(=O)c1ccccc1	7	5	-16	0.1	/	0	/	-2
48	CNc1oc(Cc2ccccc2)nc1S(=O)(=O)c1ccc(Cl)cc1	17	0	-7	/	6	2	6	2
49	CC1(C)CC2(OC2c2ccccc2[N+](=O)[O-])C(=O)c2ccccc21 (stereo not drawn)	5	2	18	6.0	/	/	2	-1
50	CCOC(=O)Cc1csc(NC(=O)COc2ccc(N(C)S(=O)(=O)c3cccs3)cc2)n1	/	/	16	/	8	0	4	/
51	O=C(O)C1C2C=CC(C2)C1C(=O)NCc1ccccc1 (stereo not drawn)	3	-2	-13	0.1	6	3	-1	-3
52	COC(=O)CCCC(=O)N1CCCC(C(=O)c2ccc(-c3ccccc3)cc2)C1 (stereo not drawn)	0	-4	-4	-0.1	1	-1	-4	/
53	COc1ccc(OC)c(NC(=O)CC2(CC(=O)O)CCCC2)c1	0	-1	1	0.0	-3	/	0	-2
54	CO[C@H]1CN(C)C(=O)c2ccc(NC(=O)C3CCC3)cc2OC[C@H](C)N(Cc2ccc(F)cc2)C[C@@H]1C	4&-9	1&-1	20&11	0.2&0.1	5	/	-1	5
55	C[C@H](CO)N1C[C@H](C)[C@H](CN(C)C(=O)Nc2ccc(F)cc2)Oc2ccc(NC(=O)C3CCCCC3)cc2CC1=O	-1	2	-8	-0.8	-10	11	-11	0
56	CNC[C@H]1Oc2ccc(NC(=O)Nc3ccc(C(F)(F)F)cc3)cc2CC(=O)N([C@@H](C)CO)C[C@@H]1C	-10	5	-6	1.0	-23	-1	2	5
57	CCOC(=O)CC1OC(=O)c2cc3c(cc21)C(=O)OC3CC(=O)OCC (stereo not drawn)	-2	6	-12	0.2	9	/	-2	-3
58	Cc1ccc(OC(=O)CCC(=O)Oc2ccc(C)cc2C)c(C)c1	1	-2	-15	0.1	-5	-6	0	-9
59	CCOc1ccc(-c2ccc(SCC(=O)NC3CCCCC3)nn2)cc1	-2	-4	-14	0.0	-10	4	-4	0
60	O=C(Nc1ccc(Cl)cc1)c1csc([C@@H]2O[C@H](CO)[C@@H](O)[C@H]2O)n1	0	0	-11	0.0	-1	0	-2	/
61	Cc1cc(Cl)ccc1C(=O)C1CCCN(C(=O)c2n[nH]c3c2CCCC3)C1 (stereo not drawn)	6	-6	-4	0.0	7	-8	/	-1
62	Cc1ccc(CS(=O)Cc2ccc(C(=O)NC3CCCCCC3)o2)cc1 (stereo not drawn)	-2	0	25	0.2	-5	5	-1	-1
63	O=[N+]([O-])c1ccc(-c2ccc(S(=O)(=O)NCCN3CCCC3)cc2)cc1	-1	11	-8	0.0	/	0	/	2
64	Cc1ccccc1SCC(=O)N1CCN(c2ccc(C(F)(F)F)cn2)CC1	-2	0	2	0.0	/	-4	6	-4
65	CCCc1cn(CC[C@H]2CC[C@H](NC(=O)Nc3ccccc3F)[C@H](CO)O2)nn1	2	2	10	0.3	-5	-1	6	-1
